# Compound activity from PubChem BioAssay.
# ERK EGF block = qHTS Assay for Inhibitors of the ERK Signaling Pathway using a Homogeneous Screening Assay; Stimulation with EGF; Potency, µM (doses to about 11.5 µM), for the others: at the highest dose activity change, negative = inhibition, usual class: inhibitors; hit rate 0.41% among 130,000; HEK293-V1b, EGF-stimulated phospho-ERK AlphaScreen; active means well fitted inhibition curve with a large enough effect; inconclusive means small, poorly fitted or top-dose-only effect, or effect the other way;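 further: plate controls were stimulated vehicle wells for no effect and unstimulated vehicle basal for full effect; nearly all actives have a fitted effect of over 55% in size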
#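 Cell line HEK293 (stable V1b), low serum overnight. Pretreatment: compound 30 min, 37C. EGF 25 nM, 5 min. Detection: SureFire AlphaScreen, 5 h RT. AC50 via standard Hill equation.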
# * = called active by the depositor; ? = inconclusive; & = joins results of further samples; [ ] = dose if it differs, or a comment. Potency means the concentration at half of the fitted maximal effect.
SMILES,ERK EGF block
CC(C)(C)[C@H]1C=C(C(=O)NCc2nc3ccccc3[nH]2)O[C@@H](OCc2ccc(CO)cc2)C1,-5%[57.5 µM]
Cc1ccc(-n2nc(-c3ccc(OC(F)(F)F)cc3)cc2N)cc1C,?
Cn1ncc(Cl)c1C(=O)Nc1ccc(Cl)cn1,2%
Cc1cccc(NC(=O)CCCN2C(=S)NC(C)(C)CC2C)c1C (stereo not drawn),-3%
COc1ccc(/C=N/NC(=O)c2cc(-c3cccn3C)n[nH]2)cc1OC,8%
NC(=O)CC(NC(=O)Cc1cccc2ccccc12)c1ccc(N2CCC(Br)CC2)c([N+](=O)[O-])c1 (stereo not drawn),-9%[57.5 µM]
COc1ccc([N+](=O)[O-])cc1NC(=O)CCC(=O)c1cccs1,4%
CN1CCN(C(=O)C2=C[C@@H](C3CCCCC3)C[C@@H](OCc3ccc(CO)cc3)O2)CC1,-5%[57.5 µM]
CC(O)[C@H]1CNC(=O)C(=O)N1CCc1cccc(F)c1 (stereo partly drawn),-9%[57.5 µM]
CC1=CC(=O)C(C(C)C)=CC1=NC(=O)c1ccc(C)cc1,7%
CCCCC#Cc1ccccc1CC(=O)Nc1ccccc1,0%&13%
COc1ccccc1NCC(=O)N/N=C(\C)c1cccs1,5%
FC(F)(F)Oc1ccc(NC(=S)Nc2ccccc2N2CCOCC2)cc1,-5%[57.5 µM]
O=C(CNc1ccccc1)N/N=C/c1c[nH]c2ccccc12,-8%
CCc1cccc(CC)c1NC(=O)Cn1c(-c2ccccc2Cl)nc2ccccc21,-6%
CCCCC(CC(O)COCCC)C(=O)NN (stereo not drawn),-3%
c1ccc(CSc2ncn[nH]2)nc1,-1%
Cc1cc(C)c(C)c(S(=O)(=O)N2CCN(CC(=O)Nc3sccc3C#N)CC2)c1C,6%
COc1ccc(/C=C/C(=O)NC(=S)NNC(=O)c2cc(OC)c(OC)c(OC)c2)cc1OC,-5%[57.5 µM]
CC(C)N1CCN(Cc2cccs2)CC1CCO (stereo not drawn),24%
CCOC(=O)c1sc2cc([N+](=O)[O-])cc(SCCO)c2c1N,2%
COc1ccc(-n2c(Cc3cccn3C)nnc2SCC(=O)NCc2ccc(F)cc2)cc1,-1%
Oc1[nH]c(=S)sc1/C=C1\C(c2ccccc2)=Nc2ccccc21,-2%
O=C(Cc1ccc(F)cc1)Oc1ccc(C(=S)N2CCCC2)cc1,5%
CCCCCCN=C(C)c1ccccc1O,-3%[57.5 µM]
O=C(CCC1CCCN(C(=O)c2cncs2)C1)NCc1ccc(F)c(F)c1 (stereo not drawn),2%
COc1ccc(Oc2ncc3nc(CCc4ccccc4)c(=O)n(C)c3n2)cc1,-5%
CCOC(=O)c1nn(-c2ccccc2F)c2nc(-c3ccco3)c(C#N)c(=O)n12,-3%
CCOC(=O)c1ccc(NC(=O)C2(c3ccccc3)CCOCC2)cc1,5%
Clc1ncccc1-c1nnn(-c2ccccc2Br)n1,-8%[57.5 µM]
C/C(=N\NC(=O)C(N)=O)c1ccc2c(c1)OCCO2,4%
CCCCN1CNC(=S)N(CCc2ccccc2)C1,6%
Cc1ccc(NC(=O)CNCc2ccccc2)cc1Br,5%
O=C(/C(=N\O)n1cncn1)c1ccc(Cl)cc1Cl,2%
Cc1ccc(-n2c(-c3nn(C)cc3Cl)n[nH]c2=S)cc1,11%
Cc1ccc(N2C(=O)CC(NNC(=O)Cc3ccc(F)cc3)C2=O)cc1Cl (stereo not drawn),-3%[57.5 µM]
CN(C)CCC#CC(O)(c1ccccc1)c1ccccc1,-1%
O=C(COC(=O)c1cc(Cl)nc2ccccc12)c1ccc(Cl)cc1,3%
Cc1noc(C)c1C(=O)N1CCC[C@@]2(CCN(Cc3nccs3)C2)C1,-6%
COc1ccc(CNC(=O)CSc2nn3c(=O)c(C(C)(C)C)nnc3s2)cc1OC,-7%
CCCCC/C=C\C/C=C\C/C=C\CCCCC(=O)O,-6%
O=C(Cc1ccc(Cl)cc1)OCc1nnc(-c2ccccc2)o1,1%
COC(=O)Cc1ccc(Oc2ncc(C(F)(F)F)cc2Cl)cc1,2%
COc1ccc(C(=O)CC2SC(N)=NC2=O)cc1 (stereo not drawn),-5%[57.5 µM]
CCCn1c(SCC(=O)NCc2ccc(F)cc2)n[nH]c1=O,-4%
O=C(O)Cc1ccc(OCc2ccc(Cl)nc2)cc1,3%
CSc1nc2nc(-c3ccc(F)cc3)c(CCN3CCN(C)CC3)cn2n1,-35%
c1ccc(NCc2nc3ccccc3n2CCOc2ccccc2)cc1,?
Cc1ccc(CNC(=O)[C@H]2C[C@@H]2[C@H](NP(=O)(c2ccccc2)c2ccccc2)c2ccccc2)o1,-1%&5%
COC(=O)c1cc(NC(=O)c2cc(-c3ccc(C(F)(F)F)cc3)oc2C(F)(F)F)ccc1N1CCOCC1,-12%[57.5 µM]
O=c1c2cccnc2[nH]c(=S)n1Cc1ccccc1,-1%
CC1C/C(=N\NC(N)=S)c2cc(Cl)ccc2S1 (stereo not drawn),0%[57.5 µM]
Cc1c(C(=O)OC(C)C)sc(N)c1C(=O)OC(C)C,-16%
COc1ccc(CN2CCn3nc(C(=O)NC4CC4)cc3C2=O)cc1,-4%
CCC(C)(C)NC(=O)CN(Cc1ccc2c(c1)OCO2)C(=O)CCC(=O)Nc1nccs1,-6%
Cc1ccc(CS/C(Nc2ccccc2C)=C(\C#N)C(N)=O)c(C)c1,9%
COc1cc(/C=N\NC(=O)c2nonc2N)c(OC)cc1Br,-8%
NNC(=S)Nc1ccc(S(=O)(=O)N2CCCCC2)cc1,-9%[57.5 µM]
Cc1noc(C)c1-c1ccc2ncnc(N(C)Cc3ccco3)c2c1,26%
NC(=O)NC(c1ccc(Cl)cc1)c1ccccc1Cl (stereo not drawn),-4%[57.5 µM]

# More records
SMILES,ERK EGF block
Cc1ccc(C(=O)c2ccccc2C(=O)OCC(=O)NCCc2ccccc2)cc1,8%
O=C(NCC1CCCO1)c1cc(NS(=O)(=O)c2cccs2)cc(NS(=O)(=O)c2cccs2)c1 (stereo not drawn),-5%
O=C1NC2(CCCCCC2)C(=O)N1Cc1ccc([N+](=O)[O-])cc1,2%
CCC(CC)NC(=O)Nc1ccc(C)cc1,2%[57.5 µM]
Cc1ccc[n+](CC(=O)N2CCCc3ccccc32)c1,?
CCCn1c(=O)c(C#N)cn(C2CC2)c1=O,-13%[57.5 µM]
Cc1nc(Br)c(Br)c(C)c1Br,-2%[57.5 µM]
COc1ccccc1NC(=S)NC1CCC(CC2CCC(NC(=S)Nc3ccccc3OC)CC2)CC1 (stereo not drawn),-1%
O=[N+]([O-])c1ccc2[nH]c3c(c2c1)CCCC3,1%
COc1cc(C2NC(=S)NC(C)=C2C(=O)Nc2ccc(C)cc2)ccc1O (stereo not drawn),2%
CSc1cccc(CN2CCN(CCc3ccccc3)C(CCO)C2)c1 (stereo not drawn),-1%
Cc1cccc2cc(C#N)c(N3CCC(O)CC3)nc12,11%
CC1(C)CC(=O)C2=C(C1)c1c(ccc3ccccc13)NC2c1cc([N+](=O)[O-])cc([N+](=O)[O-])c1O (stereo not drawn),1%
CCOC(=O)c1c(NC(=O)c2cccnc2)sc(C(C)=O)c1C,0%
Cc1cccc(CSCCNC(=O)COc2ccc(Cl)cc2)c1,7%
CCOC(=O)c1c(NC(=O)c2ccc(-n3cnnn3)cc2)sc2c1CCCC2,-1%
CC(C)(C)S(=O)(=O)c1cnc(N2CCCCC2)nc1N,-6%[57.5 µM]
C=CC[C@@](C(C)=O)(C(=O)OC)C(NC(=O)OC(C)(C)C)c1ccccc1 (stereo partly drawn),1%
COc1ccc(N2C(=O)CC(Nc3cccc([N+](=O)[O-])c3)C2=O)cc1 (stereo not drawn),5%[57.5 µM]
CCCCC(=O)Nc1ccc(NC(=S)NC(=O)c2cccs2)cc1OC,-4%
Cc1nc(SCc2ccccc2)nc2c1CCC2,25%
O=C(CSCc1ccc(Cl)cc1)N1CCN(Cc2ccc3c(c2)OCO3)CC1,?
COc1cc(NC(=O)C(=O)NCCN(C)C)c(OC)cc1Cl,-9%
Cc1cc([N+](=O)[O-])cc(/C=N/n2c(C)nc3ccccc3c2=O)c1O,-2%[57.5 µM]
O=C1OC2CCC1(c1ccccc1)C2 (stereo not drawn),?
C=CCN(C(=O)C1=NN(C2CCS(=O)(=O)C2)C(=O)CC1)c1nc(-c2ccc([N+](=O)[O-])cc2)cs1 (stereo not drawn),-5%
Cc1ccc(C(=O)NCC(=O)N/N=C/c2cccs2)cc1C,-4%
N#CC(C#N)=C1C=CC=CN1/C(=C\c1ccco1)C(=O)c1ccc(Cl)cc1,10µM*
CCOC(=O)c1c(-c2ccc(OC)cc2)cn2ccccc12,-6%
CCCCNS(=O)(=O)c1ccc2nc(-c3cccnc3)cc(C(=O)NC3CCCC3)c2c1,-4%[57.5 µM]

# Entries above that contain a COOH group, in the order listed:
SMILES,ERK EGF block
CCCCC/C=C\C/C=C\C/C=C\CCCCC(=O)O,-6%
O=C(O)Cc1ccc(OCc2ccc(Cl)nc2)cc1,3%

# Next section
SMILES,ERK EGF block
COc1ccc(NC(=O)Cc2ccc(C)cc2)c([N+](=O)[O-])c1,?
O=C1CSC(c2cccc([N+](=O)[O-])c2)N1c1c(F)cccc1F (stereo not drawn),5%[57.5 µM]
Cc1ccn(CC(=O)N2N=C(C(F)F)CC2(O)C(F)F)n1 (stereo not drawn),1%
Cc1cc(NC(=O)COC(=O)C2CCC(=O)N2)c([N+](=O)[O-])cc1C (stereo not drawn),28%
CCCS(=O)(=O)c1csc(C(=O)OC)c1N,-2%[57.5 µM]
O=C(O)C1=C[C@H](c2coc3ccccc3c2=O)C[C@H](OCCCCO)O1,-7%[57.5 µM]
O=C(Nc1nc2ccccc2[nH]1)C1CCC1,6%
CCOC(CNc1c([N+](=O)[O-])c(=O)n(C)c(=O)n1C)OCC,6%
CCOC(=O)C1=C(c2ccccc2)NC(=S)NC1c1ccc(Cl)cc1 (stereo not drawn),8%[57.5 µM]
C=CCNc1nc(Nc2ccc([N+](=O)[O-])cc2)nc(OCC)n1,-18%
CCOC(=O)c1c(-c2ncc(C(F)(F)F)cc2Cl)noc1C,-5%
CCNC(=S)Nc1ccc(OCC)cc1,6%
CC1=Nc2cc([N+](=O)[O-])ccc2NC(C)(C)C1,7%
CC1CCC(C(C)C)C(OC(=O)COC(=O)c2ccc(N)cc2)C1 (stereo not drawn),-1%
CCN(CC)S(=O)(=O)c1cccc(C(=O)N/N=C/c2ccc(OC)c(O)c2)c1,2%

# Structural class, those above with a thiophene ring, fused or not (12)
SMILES,ERK EGF block
COc1ccc([N+](=O)[O-])cc1NC(=O)CCC(=O)c1cccs1,4%
COc1ccccc1NCC(=O)N/N=C(\C)c1cccs1,5%
Cc1cc(C)c(C)c(S(=O)(=O)N2CCN(CC(=O)Nc3sccc3C#N)CC2)c1C,6%
CC(C)N1CCN(Cc2cccs2)CC1CCO (stereo not drawn),24%
CCOC(=O)c1sc2cc([N+](=O)[O-])cc(SCCO)c2c1N,2%
Cc1c(C(=O)OC(C)C)sc(N)c1C(=O)OC(C)C,-16%
O=C(NCC1CCCO1)c1cc(NS(=O)(=O)c2cccs2)cc(NS(=O)(=O)c2cccs2)c1 (stereo not drawn),-5%
CCOC(=O)c1c(NC(=O)c2cccnc2)sc(C(C)=O)c1C,0%
CCOC(=O)c1c(NC(=O)c2ccc(-n3cnnn3)cc2)sc2c1CCCC2,-1%
CCCCC(=O)Nc1ccc(NC(=S)NC(=O)c2cccs2)cc1OC,-4%
Cc1ccc(C(=O)NCC(=O)N/N=C/c2cccs2)cc1C,-4%
CCCS(=O)(=O)c1csc(C(=O)OC)c1N,-2%[57.5 µM]

# The list goes on.
SMILES,ERK EGF block
Cc1ccc2nc(-c3ccc(NS(=O)(=O)c4ccc(F)c(F)c4)cc3)sc2c1,-3%
CCN(CC)S(=O)(=O)c1cccc(NC(=O)COC(=O)c2cc(=O)c3ccccc3o2)c1,-5%[57.5 µM]
NC1=NC[C@@H](Cc2ccc(O)cc2)N1CCc1cccc(F)c1,-6%[57.5 µM]
O=C(Nc1ccc(F)cc1)Nc1cc(OCC(F)(F)F)cc(OCC(F)(F)F)c1,3%
CC(C)C(=O)N1CCN(c2ccccc2NC(=O)COc2ccccc2)CC1,2%
CCOC(=O)c1ccc(NS(=O)(=O)c2c(C)n(C)c(=O)n(C)c2=O)cc1,8%
O=C(Cn1nnc(-c2cccs2)n1)Nc1ccccc1C(F)(F)F,11%
CC(CCn1cccn1)NC(=O)CCc1nnc(C2CCCCC2)o1 (stereo not drawn),-2%
COc1cc(/C=N/Nc2ccccc2C(F)(F)F)ccc1O,-8%
COC(=O)c1ccc(CSc2nc3sc(C)c(C)c3c(=O)[nH]2)cc1,-8%[57.5 µM]
CCCOc1ccc(/C=c2\sc3ncnn3c2=O)cc1,6%
CC(C)CC[n+]1ccn(-c2nc3ccccc3nc2[N-]S(=O)(=O)c2ccc(Cl)cc2)c1,2%[57.5 µM]
CCCCOc1ccccc1C1C(C(=O)OC)=C(C)N(C)C(C)=C1C(=O)OC,-4%
NNC(=O)CCC(=O)Nc1ccccc1,-5%
O=C(c1ccc(F)cc1Cl)N(c1ccccn1)C1CCCCC1,2%
CCOC(=O)/C(CCC[N+](C)(CC)CC)=N\O,-1%
Cc1cc(SCC(=O)Nc2cccc(S(=O)(=O)N3CCOCC3)c2)nc2ccccc12,-2%
CCOC(=O)c1cnc(-n2nc(C)cc2C)nc1Nc1ccc(O)cc1,7%[57.5 µM]
Cc1cc(C(=O)N/N=C/c2cc(Br)cc(Br)c2OC(=O)c2ccccc2)n[nH]1,4%
C=CCN1C(=O)C(CC(=O)Nc2ccc(OCCC)cc2)N(CCCN2CCN(Cc3ccccc3)CC2)C1=S (stereo not drawn),2%

# Only part of the results is shown (hit frequency here may not be typical).
